# TAAR1 antag: human TAAR1 antagonists, primary screen, Fluo-8 calcium fluorescence, CHO RD-HGA16 cells | Trace amine-associated receptor 1 (Homo sapiens), Q96RJ0 | antagonist | inhibition, % at 3 µM | 1.5% of 360,000 active;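 active means inhibition above a per-plate cutoff, the mean inhibition of test compounds on that plate plus 3 SD, cut at about 49% in these data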;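 further: 0% = DMSO plus EC80 beta-PEA response and 100% = DMSO alone without agonist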
# Target sequence (Q96RJ0 whole entry, looked up): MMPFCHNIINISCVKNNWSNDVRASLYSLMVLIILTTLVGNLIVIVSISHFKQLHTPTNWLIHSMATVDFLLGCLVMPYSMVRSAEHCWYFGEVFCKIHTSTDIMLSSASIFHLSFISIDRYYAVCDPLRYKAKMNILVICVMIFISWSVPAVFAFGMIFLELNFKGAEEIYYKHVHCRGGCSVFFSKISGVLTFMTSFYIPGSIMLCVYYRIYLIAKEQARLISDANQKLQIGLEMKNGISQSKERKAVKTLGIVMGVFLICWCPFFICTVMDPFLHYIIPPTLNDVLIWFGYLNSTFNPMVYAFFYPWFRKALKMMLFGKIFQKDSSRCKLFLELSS
#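 Test system – hTAAR1-expressing CHO RD-HGA16 cells, Gα16-coupled · Also added – β-PEA at EC80 concentration, post-compound challenge · Compound – 3 µM, single point · Incubation – dye loading 75 min at 37 °C, then 30 min room temperature · Measured by – Fluo-8 intracellular calcium dye fluorescence, real-time kinetic reads · Benchmarks – vehicle and agonist controls · Replicates – singlicate, one well per test compound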
# TAAR1 agonist: human TAAR1 agonists, primary screen, Fluo-8 calcium fluorescence, CHO RD-HGA16 cells; vehicle wells 0%, saturating PEA agonist 100%; activation, % at 3 µM; 0.99% of 360,000 active; AID 624467, 2012;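 active means activation above the mean activation of all test compounds in the run plus 3 SD, cut at about 38% in these data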
#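 Benchmarks: low control DMSO, high control PEA (EC100); System: CHO RD-HGA16 cells carrying human TAAR1 plus Gα16; Detection: Fluo-8 fluorescence, 5 s baseline then 140 s kinetic read; Schedule: 17-24 h plating, Fluo-8 75 min 37 °C, 30 min RT; Read-out basis: % activation from peak over basal fluorescence ratio, DMSO-to-PEA scaled.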
# CHO parental Ca: ATP-evoked calcium signal inhibitors, parental CHO, primary screen, counter-screen for OX1R antagonist project, cell-based, fluorescence, Fluo-8 calcium dye | inhibition, % at 5.6 µM | 0.63% of 330,000 active | parental CHO-K1, ATP-induced calcium, Fluo-8 fluorescence;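 active means inhibition above that plate's mean sample inhibition plus 3 SD, cut at about 26% in these data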;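 further: 0% = ATP-challenged DMSO wells and 100% = DMSO wells without ATP; some compounds past the cut are filed as inactive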
#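 Material – parental CHO cells · Reagent – ATP stimulus · Compound – single nominal dose of 5.6 µM per compound · Detection – Fluo-8 fluorescence · Read-out basis – percent inhibition of calcium signal · Controls – ATP-challenged DMSO wells low, unchallenged DMSO wells high · Repeats – no replicates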
# CHO-K1 Ca antag: M1 antagonist counterscreen hit in parental CHO-K1 cells; inhibition, % at 3 µM; AID 602250; ATP-induced calcium, Fluo-8 fluorescence; 0.6% of 360,000 active;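 active means inhibition above a per-plate cutoff, the plate's mean sample inhibition plus 3 SD, cut at about 24% in these data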;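 further: 0% = DMSO plus EC80 ATP and 100% = DMSO alone without ATP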
# M1 ag parental: counter-screen for M1 agonists: effect in parental CHO-K1 cells; Fluo-8 calcium fluorescence; scaled to maximal ATP response, vehicle zero; activation, % at 3 µM; 0.48% of 360,000 active; in the data active means activation above about 15%;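 further: untransfected CHO-K1 host cells lacking M1 receptor as counterscreen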
# CHRM1 PAM: human M1 muscarinic receptor positive allosteric modulators, primary screen, CHO-K1 cells, Fluo-8 calcium fluorescence, 1536-well | Muscarinic acetylcholine receptor M1 (Homo sapiens), P11229 | CHO-K1 hM1, ACh EC20; 0% = ACh EC20, 100% = maximal ACh | activation, % at 3 µM | 0.088% of 360,000 active | AID 588819, 2011; in the data active means activation above about 19%, passing the limit was not always enough
# Target sequence (P11229 whole entry, looked up): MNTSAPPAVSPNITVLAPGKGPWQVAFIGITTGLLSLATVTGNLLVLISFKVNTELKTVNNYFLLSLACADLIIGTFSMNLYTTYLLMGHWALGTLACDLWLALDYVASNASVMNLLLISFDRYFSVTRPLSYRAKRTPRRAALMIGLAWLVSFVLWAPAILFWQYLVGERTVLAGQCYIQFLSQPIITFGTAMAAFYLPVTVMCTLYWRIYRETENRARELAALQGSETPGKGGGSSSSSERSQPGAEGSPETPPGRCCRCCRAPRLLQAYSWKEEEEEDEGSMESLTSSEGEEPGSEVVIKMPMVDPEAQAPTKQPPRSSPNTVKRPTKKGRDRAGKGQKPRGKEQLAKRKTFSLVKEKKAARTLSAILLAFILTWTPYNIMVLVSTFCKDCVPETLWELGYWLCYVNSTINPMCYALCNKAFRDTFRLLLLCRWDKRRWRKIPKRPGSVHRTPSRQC
# M1 PAM parental: nonselective calcium activators in parental CHO-K1 cells, primary screen, counter-screen for M1 PAM project, cell-based, Fluo-8 calcium fluorescence, full deck, 1536-well; ATP EC20; 0% at ATP EC20, 100% at ATP max; activation, % at 3 µM; 0.02% of 360,000 active; AID 602247, 2012;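 active means activation above the run cutoff, the mean activation of all test compounds plus 3 SD, cut at about 40% in these data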;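 further: peak over basal fluorescence ratio in a 140 s read after ATP addition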
# CHRM1 agonist: human M1 muscarinic receptor agonists, primary screen, Fluo-8 calcium fluorescence, CHO-K1 cells, HTS; CHO-K1 hM1, agonist mode; 0% DMSO, 100% acetylcholine EC100; Muscarinic acetylcholine receptor M1 (Homo sapiens), P11229; 0.33% of 360,000 active; activation, % at 3 µM;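 active means activation above the run's mean compound activation plus 3 SD, cut at about 16% in these data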;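 further: peak over basal fluorescence ratio within a 140 s kinetic read after compound addition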
# M1 antag: human M1 muscarinic receptor antagonists, primary screen, CHO-K1 cells, Fluo-8 calcium fluorescence, 1536-well | 1.3% of 360,000 active | CHO-K1 hM1, ACh EC80 antagonist | inhibition, % at 3 µM | Muscarinic acetylcholine receptor M1 (Homo sapiens), P11229;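 active means percent inhibition above its own plate's cutoff, namely the mean of that plate's compound wells plus 3 SD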;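 further: peak over basal fluorescence ratio during 140 s after agonist addition; 0% = ACh EC80 plus DMSO and 100% = DMSO alone without agonist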
# * marks the source's active call; other numbers are inactive results; nt = not tested or not shown.
SMILES,TAAR1 antag,TAAR1 agonist,CHO parental Ca,CHO-K1 Ca antag,M1 ag parental,CHRM1 PAM,M1 PAM parental,CHRM1 agonist,M1 antag
Cc1ccccc1C1C(C#N)=C2N=C(N)c3c(sc4c3CCCCC4)N2C2=C1C(=O)CCC2 (stereo not given),nt,nt,-19,-4,1.3,-2,-5,-3,1
O=C1CSC(c2ccccc2F)N1c1cc(Cl)ccc1O (stereo not given),-9,4,-17,-4,0.7,5,16,-4,-8
C=CCNC(=O)c1ccccc1NC(=O)c1ccccc1N(C)S(C)(=O)=O,8,3,-11,-3,0.5,10,9,-5,-10
O=C(CCn1nc(-c2ccc(F)cc2)ccc1=O)NCc1ccccc1,6,2,-12,-1,0.5,-2,9,-3,3
COc1ccccc1C1=NOC(C(=O)N2CCN(C(=O)c3ccco3)CC2)C1 (stereo not given),-13,3,-11,-5,0.8,-6,9,-3,4
CC(OC(=O)c1ccc2noc(-c3ccccc3)c2c1)C(N)=O (stereo not given),-7,0,0,-11,1.3,-1,-5,-2,2
CC(=O)Nc1ccc(Nc2nnc(-c3ccc(C)c(S(=O)(=O)NCCO)c3)c3ccccc23)cc1,-18,0,nt,-7,0.6,5,20,-3,-12
C[C@@H]1CCCCO[C@H](CN(C)C(=O)CCC(F)(F)F)[C@@H](C)CN([C@H](C)CO)C(=O)c2cc(NC(=O)c3ccncc3)ccc2O1,-29,1,nt,-6,1.3,7,22,-5,-23
CCOC(=O)CS(=O)(=O)c1nc(-c2ccc(F)cc2)cc(C(F)(F)F)n1,nt,nt,15,7,1.5,-2,18,-6,19
CCCCCCNC(=O)CSc1nccn1Cc1ccccc1,-12,0,-13,-16,0.0,6,10,-5,-7
N#Cc1ccc(CSc2nnc(-c3cccnc3)n2-c2ccccc2)cc1,19,6,-8,-22,2.1,8,17,-8,-12
COc1ccc2nc(NC(=O)CCc3ccc(OC)c(OC)c3)sc2c1,13,4,-21,-8,2.3,3,10,-4,6
CC(=O)N1CCN(c2ccccc2NC(=O)COc2ccccc2C)CC1,28,4,-18,-10,2.8,7,13,-5,-5
COCCCn1c(SCC(=O)Nc2oc(C)c3c(C)n[nH]c(=O)c23)nc2ccccc2c1=O,-8,0,-24,15,0.1,8,-17,-3,-4
O=C(c1ccc2c(c1)CCN2S(=O)(=O)c1ccccc1)N1CCN(c2ccc(F)cc2)CC1,-27,4,-2,-13,3.4,10,-2,-3,-14
CSc1nc(N)nc2c1ncn2CC(=O)NCCCc1ccccc1,0,4,1,-14,7.8,-4,17,-5,-2
Cc1ccc(CNC(=O)COC(=O)C2CCN(S(=O)(=O)c3cccs3)CC2)cc1,-1,1,-7,-3,1.4,14,17,-7,-11
C=CCc1ccc(OCC(O)CN2CCCCC2)c(OC)c1 (stereo not given),-7,0,-10,-2,1.2,-3,11,-5,6
O=C(NCCN1CCOCC1)c1ccc(CSCc2cccc(Cl)c2)o1,-23,1,-12,-15,0.8,2,2,-6,-14
CCOc1ccc(CNC(=O)C2CCCN(S(=O)(=O)N3CCC(C)CC3)C2)cc1OC (stereo not given),-26,0,nt,11,0.5,-9,-12,-5,16
Cc1cc(C)cc(CC(=O)N2CCC2(C)C(=O)NS(=O)(=O)c2ccccc2)c1 (stereo not given),-6,0,nt,-2,0.3,-9,-9,1,15
CCCc1nnn(S(=O)(=O)c2ccc([N+](=O)[O-])cc2)c1CCC,-29,0,nt,-8,0.7,1,7,-2,0
CC1(C(=O)NCc2cccc(Cl)c2)Cc2c(-c3cccc(C(N)=O)c3)ccnc2O1 (stereo not given),-12,0,nt,4,0.6,18,4,3,-17
Cc1ccc(NC(=O)c2cc(=O)[nH]c3ccc(S(=O)(=O)N4CCOCC4)cc23)nc1,-31,4,-7,-3,0.2,6,2,-4,-8
CCOc1cc(CN2CCCC(N3CCc4ccccc4C3)C2)ccc1O (stereo not given),-5,3,nt,-8,0.2,0,12,-8,-9
CCC(C)NC(=O)c1ccc(NC(=O)CC2SC(N3CCCC3)=NC2=O)cc1 (stereo not given),10,-1,-10,11,0.1,4,-1,-2,0
C=CCn1c(SCC(=O)Nc2cc(C)on2)nc2c([nH]c3ccccc32)c1=O,-6,2,-12,-12,0.6,18,11,-2,-16
COc1ccccc1C(CNC(=O)c1ccc(C)c(S(=O)(=O)N2CCCCC2)c1)N(C)C (stereo not given),-5,1,-18,-6,0.1,-30,2,-9,101*
O=C(NC1CCC(O)CC1)c1cc(-c2ccc(Cl)cc2)nc2ccccc12 (stereo not given),15,4,-26,8,0.4,3,-1,-3,3
Cc1cc(N2CCCC2)nc2c(C)cccc12,9,10,-3,0,-1.2,5,13,-3,5
Cc1ccccc1CN(c1ccc(C(=O)N2CCCC2)cc1)S(C)(=O)=O,-5,1,-9,-21,2.5,3,6,0,-8
Cc1ccc(NC(=O)COC(=O)c2cc(=O)c3ccccc3o2)c(Br)c1,9,-1,-5,-9,-0.1,16,5,2,-11
COc1ccc(C2=NOC(C(=O)NC3CCCCC3)C2)cc1OC (stereo not given),11,14,-5,-14,0.4,1,2,-1,-6
CCOc1cc(/C=N/n2c(C)nc3ccccc3c2=O)ccc1O,-20,3,-9,-11,1.0,8,-1,-1,-15
O=C(CNC(=O)Cc1ccccc1)N=Nc1c(O)[nH]c2ccccc12,3,-3,0,-10,-0.1,9,22,-3,-11
N/C(=N\OC(=O)c1ccc2c(c1)OCO2)c1cccc(Br)c1,-5,0,15,-12,1.3,9,9,-5,-13
CCN(CC)S(=O)(=O)c1ccc(OC)c(NS(=O)(=O)c2ccc(F)cc2)c1,12,7,7,-7,0.6,8,21,-1,-31
CC(=O)Nn1cnc2c(c1=O)C1(CCCCC1)Cc1ccccc1-2,8,16,-25,-8,0.9,0,12,-4,0
CC12CCC(=O)N1C(C(=O)Nc1cc(Cl)ccc1N1CCCC1)CS2 (stereo not given),-14,15,-28,-4,-0.6,5,7,-3,2
Cc1ccc(C(=O)C(C)OC(=O)c2ccccc2[N+](=O)[O-])cc1 (stereo not given),-3,5,-3,-13,0.2,5,15,-8,-9
CCc1ccc(/C=C2\SC(=S)N(CCCC(=O)Nc3cc(C)on3)C2=O)cc1,-2,1,nt,-13,0.9,14,17,-2,-17
Cc1ccccc1N1CCN(C(=O)c2ccc(Oc3ccc(C(F)(F)F)cn3)cc2)CC1,36,7,-21,-14,2.6,-10,23,-7,10
COC(=O)c1c(C)[nH]c(C=Nc2ccc(OC)cc2)c1C,-14,0,-10,-7,0.0,5,-4,-1,-4
CNC(=O)COC(=O)c1ccc(OCC(=O)Nc2ccccc2OC)c(OC)c1,11,9,-16,-16,0.9,6,18,-8,-1
CC(=O)C1=C(O)C(=O)N(CCO)C1c1ccccc1 (stereo not given),-2,2,2,-2,0.2,14,-6,1,-4
COc1ccc(N2CCN(C(=O)CN3C(=O)NC(C)(c4ccc5ccccc5c4)C3=O)CC2)cc1 (stereo not given),2,5,-20,4,4.9,-2,-17,1,8
CCOc1cc2c(cc1OCC)C(c1ccccc1OC)OC(=O)C2 (stereo not given),-25,2,-14,8,0.4,4,-7,-2,6
CCOC(=O)Cc1csc(SCC(=O)Nc2nccs2)n1,3,1,2,-12,1.0,8,10,-3,-11

# Marked active in M1 antag (from the list above):
canonical_smiles	TAAR1 antag	TAAR1 agonist	CHRM1 PAM	CHRM1 agonist	M1 antag
COc1ccccc1C(CNC(=O)c1ccc(C)c(S(=O)(=O)N2CCCCC2)c1)N(C)C (stereo not given)	-5	1	-30	-9	101*

# Quoted from the listing.
# Under TAAR1 antag, COc1ccc2nc(NC(=O)CCc3ccc(OC)c(OC)c3)sc2c1 has 13
# Under M1 ag parental, O=C(CNC(=O)Cc1ccccc1)N=Nc1c(O)[nH]c2ccccc12 has -0.1

# Additional records.
SMILES,TAAR1 antag,TAAR1 agonist,CHO parental Ca,CHO-K1 Ca antag,M1 ag parental,CHRM1 PAM,M1 PAM parental,CHRM1 agonist,M1 antag
O=C1CC(NS(=O)(=O)c2ccc([N+](=O)[O-])cc2)CN1c1ccc(Cl)cc1 (stereo not given),19,14,-3,-4,4.5,0,6,6,-3
COc1ccc(N=C2SC(CC(=O)Nc3ccccc3)C(=O)N2Cc2ccco2)cc1 (stereo not given),3,0,-5,-15,1.7,5,11,-5,3
Cc1onc(-c2ccccc2Cl)c1C(=O)N1CCN(C)CC1,-6,-2,-8,-10,1.2,16,7,-4,-10
CCC(C)Nc1nc(C)nc2c1oc1ccccc12 (stereo not given),-31,3,-25,3,7.4,-7,-12,-2,13
COc1ccc([C@H]2[C@@H](C#N)[C@H](C#N)N3CCCN23)cc1,2,1,-8,1,-0.1,5,0,-1,-7
O=C(CCC(=O)N1CCOc2ccccc21)N1CCN(c2ccccc2)CC1,-15,1,-5,-4,1.5,8,22,-1,-20
CC(C(=O)Nc1cccnc1)c1ccc([N+](=O)[O-])cc1 (stereo not given),-15,18,-9,7,0.4,-4,6,-10,10
Cc1ccccc1-c1ccc(=O)n(CC(=O)Nc2ccc(C(=O)N3CCCC3)cc2)n1,-3,1,19,2,-0.3,12,5,1,-13
O=C(NCCCn1ccnc1)c1ccccc1F,-8,1,-7,-3,0.9,2,10,-6,4
CCNCCNC(=O)c1c(O)c2c([nH]c1=O)CCCC2,2,3,-9,15,-0.6,-10,-11,-12,8
CCCCN(C)C(=O)c1nc2ccccn2c1CN1CCC[C@H]1C(=O)OC,14,2,-14,0,0.4,2,5,-9,2
Cc1ccsc1C(=O)OC(C)C(=O)Nc1ccc(Cl)cn1 (stereo not given),-17,0,-14,-12,-0.7,7,-8,-6,-23
C/C(N)=C(/C#N)C(=O)CSc1nc2scc(-c3ccc(F)cc3)c2c(=O)n1C,4,9,-18,-6,-0.2,10,0,-3,-8
Cn1nc(C(=O)Nc2ccc(Br)cc2)cc1C(=O)Nc1ccc(Br)cc1,-21,1,-4,-5,1.2,12,-11,1,-14

# Source: PubChem BioAssay

# The order is random; any-hit rate near 4.4%.
